697 NFkB inh: lowers PMA/ionomycin-induced NF-kB signal in 697 B cells | inhibition, % at 4 µM | 330,000 tested, 0.33% active | 697 B-cell NF-kB luciferase reporter, 16 h; in the data active means inhibition above about 35%
Jurkat NFkB inh: lowers PMA/ionomycin-induced NF-kB signal in Jurkat cells; PMA/ionomycin-induced NF-kB luciferase reporter, luminescence; AID 435003; 330,000 tested, 0.53% active; inhibition, % at 4 µM; in the data active means inhibition above about 50%
UBC13 polyUb: human UBC13 polyubiquitination inhibition | UBC13 polyubiquitin chain formation, TR-FRET | inhibition, % at 20 µM | 330,000 tested, 0.47% active | P61088; in the data active means inhibition above about 45%, passing the limit was not always enough
Target sequence (P61088 whole entry, looked up): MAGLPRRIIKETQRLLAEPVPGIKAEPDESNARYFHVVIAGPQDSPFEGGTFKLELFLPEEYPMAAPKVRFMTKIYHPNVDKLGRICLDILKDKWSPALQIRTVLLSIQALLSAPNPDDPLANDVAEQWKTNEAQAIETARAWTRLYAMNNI
APJ antagonist: antagonists of human APJ apelin receptor | P35414 | CHO-K1 APJ beta-arrestin complementation, luminescence | inhibition, % at 20 µM | 330,000 tested, 0.32% active | AID 2521;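 active means inhibition above about 40% at 20 µM, limit read from the data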;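 further: cells challenged with 10 nM apelin-13 agonist together with compound; plate controls were apelin-13 plus DMSO wells for no effect and DMSO wells lacking apelin-13 for full effect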
CCR6 antag: antagonists of human CCR6 receptor; P51684; CHO-K1 CCR6 PathHunter beta-arrestin, luminescence, CCL20-stimulated; 340,000 tested, 0.49% active; inhibition, % at 20 µM;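 active means compounds whose inhibition of the agonist-driven luminescence signal at 20 µM reaches about 50%, limit read from the data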;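 further: cells stimulated with CCL20 at 14 nM final; plate controls were DMSO with CCL20 for no effect and DMSO without agonist for full effect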
Target sequence (P51684 whole entry, looked up): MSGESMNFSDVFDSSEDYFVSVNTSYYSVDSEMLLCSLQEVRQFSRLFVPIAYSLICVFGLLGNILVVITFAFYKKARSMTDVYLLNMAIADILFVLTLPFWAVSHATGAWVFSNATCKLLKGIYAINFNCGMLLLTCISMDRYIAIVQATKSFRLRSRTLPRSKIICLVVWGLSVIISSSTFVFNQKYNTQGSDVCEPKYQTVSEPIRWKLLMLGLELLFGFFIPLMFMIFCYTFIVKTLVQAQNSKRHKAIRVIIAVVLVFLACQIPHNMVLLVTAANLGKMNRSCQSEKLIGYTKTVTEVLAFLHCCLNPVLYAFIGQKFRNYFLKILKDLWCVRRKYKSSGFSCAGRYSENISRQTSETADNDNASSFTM
CXCR6 block: CXCR6 (human) receptor inhibition; CHO-K1 PathHunter CXCR6 beta-arrestin, luminescence; inhibition, % at 20 µM; 360,000 tested, 0.36% active; AID 602244; in the data active means inhibition above about 34%, passing the limit was not always enough;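 further: antagonist mode with CXCL16 agonist at 10 nM final; 0% = 10 nM CXCL16 with DMSO and 100% = unstimulated wells without agonist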
Target sequence (O00574 whole entry, looked up): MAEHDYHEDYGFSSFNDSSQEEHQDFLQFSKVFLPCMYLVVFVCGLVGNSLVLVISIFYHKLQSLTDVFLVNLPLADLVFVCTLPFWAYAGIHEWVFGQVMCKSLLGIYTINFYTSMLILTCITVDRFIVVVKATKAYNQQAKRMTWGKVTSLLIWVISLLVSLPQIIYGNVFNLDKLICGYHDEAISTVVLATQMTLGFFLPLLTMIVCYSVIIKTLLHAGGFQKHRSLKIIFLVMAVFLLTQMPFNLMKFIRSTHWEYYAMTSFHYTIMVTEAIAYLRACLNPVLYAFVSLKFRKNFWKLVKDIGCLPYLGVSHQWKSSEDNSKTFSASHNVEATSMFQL
EBI2 block: antagonists of human EBI2 receptor. P32249. inhibition, % at 5 µM. 360,000 tested, 0.81% active. EBI2 beta-arrestin recruitment, luminescence, 7a,25-OHC stimulated; in the data active means inhibition above about 38%;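 further: enzyme fragment complementation signal reports receptor beta-arrestin coupling in cells; 0% = agonist plus DMSO wells and 100% = wells without agonist; some results beyond the cut were filed as inactive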
Gli-Sufu antag: antagonists of Gli-Sufu signaling | Sufu-KO-LIGHT fibroblasts, Gli luciferase reporter luminescence | inhibition, % at 5 µM | 340,000 tested, 0.74% active | AID 588413;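 active means inhibition above about 55%, limit read from the data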;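 further: 0% = DMSO-treated cells and 100% = wells with medium but no cells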
Active calls of the source: *; . = not tested or not shown.

SMILES	697 NFkB inh	Jurkat NFkB inh	UBC13 polyUb	APJ antagonist	CCR6 antag	CXCR6 block	EBI2 block	Gli-Sufu antag
Cc1cc(C(=O)COC(=O)c2ccc(NC(=O)CC#N)cc2)c(C)n1CCc1ccc(F)cc1	24	8	-20	13	3	-1	5	-1
O=c1cc(N2CCC3(CC2)OCCO3)[nH]c(=O)n1-c1ccc(Cl)cc1	2	-12	-15	19	-5	-1	-8	-6
CS(=O)(=O)NCCCNc1ccc(C(F)(F)F)cc1[N+](=O)[O-]	-18	-6	-28	-10	10	-2	3	2
COc1cccc(/C=N/N2CCN(c3ccccc3OC)CC2)c1	-56	-55	-1	-16	0	2	1	-46
COC(=O)c1ccc(CSc2nc3ccccc3c(=O)n2-c2ccccc2)o1	-13	-20	8	-12	16	23	19	20
Clc1ccccc1-c1nc(/C=N/N2CCOCC2)c2ccccn12	-6	0	-14	14	9	-10	1	4
CC1=C(C(=O)NC(C)CCc2ccccc2)C2(CCC(C)CC2)OC1=O (stereo unspecified)	-11	-9	-27	6	22	-6	11	4
CCOc1ccc(C2NC(=O)C(C#N)=C(S)N2c2ccc(OC)cc2)cc1OC (stereo unspecified)	3	-1	-2	-12	3	-3	8	3
COCCNC(=O)c1cc(S(=O)(=O)N2CCOCC2)ccc1SCc1cccc(OC)c1OC	-13	-13	-15	10	4	-4	-3	9
COc1ccc(C(=O)/C=C/C(=O)N(CC(=O)NC2CCCCC2)Cc2cccs2)c(O)c1	11	-1	-10	37	92*	72*	25	8
CC(C)Oc1ccccc1NC(=O)CSc1nc2ccccc2c(=O)n1C	-21	11	3	4	22	-1	-8	39
CC1CCc2sc(C(=O)Nc3ccc(N4CCOCC4)cc3)cc2C1 (stereo unspecified)	-19	-1	3	14	9	-1	11	2
O=C(O)CCCC(=O)N1CCN(c2ncccn2)CC1	-2	-5	3	7	5	-8	4	6
O=C(CNC(=O)c1ccc(Br)o1)NCC1CCCCC1	3	-10	-6	4	5	2	-4	-3
O=C(CCc1ccccc1)N1CCN(S(=O)(=O)c2cccs2)CC1	-18	11	0	24	4	-1	30	2
Cn1c(Cc2ccccc2)n[nH]c1=S	-9	6	9	-7	4	-1	0	1
O=C(O)c1ccc(NC(=O)c2ccccc2Br)c(NC(=O)c2ccccc2Br)c1	7	5	-10	12	12	-2	3	3
Cc1cc(NC(=O)c2c(C)noc2C)no1	2	-13	7	17	7	-2	-4	-9
NS(=O)(=O)c1ccc(CCNCc2cc(Br)ccc2OCc2ccccc2)cc1	-18	13	24	-8	29	-1	2	55*
CCCCCC(=O)Nc1cc(S(=O)(=O)N2CCCCC2)ccc1N1CCCCC1	.	.	.	.	22	22	12	26
COCCN1Cc2cccc(C(=O)N3CCN(c4ccccc4)CC3)c2C1=O	0	-3	8	5	-15	-8	-11	1
CCc1ccccc1-n1c(SCC(=O)N2CCCC2)nnc1-c1ccccn1	-9	-15	-7	-3	9	-14	10	5
O=C1C=C(c2cc(C(F)(F)F)cc(C(F)(F)F)c2)C[C@@H](c2ccc(Cl)cc2)C1	1	-2	-5	11	5	6	60*	28
Cc1cc(=O)oc2c(CN(CC(C)C)CC(C)C)c(O)ccc12	0	-5	9	-1	-9	.	.	8
CCOC(=O)N1CCN(C(=O)c2cc3n(n2)C(C(F)(F)F)CC(c2ccc4c(c2)OCO4)N3)CC1 (stereo unspecified)	8	-3	-6	11	14	-2	-11	4
Cc1nc2c(-c3ccccc3)c(C)nn2c(N)c1-c1ccccc1	-200	-122	15	2	-16	-2	22	8
C=CCSc1nc(C)c(CCC(C)C)c(=O)[nH]1	8	11	8	-9	-4	7	-9	-7
CCN(CC)S(=O)(=O)c1cccc(-c2nnc(SCC(=O)c3ccc(Cl)s3)n2C)c1	-22	-14	-10	4	1	-1	3	-2
COc1ccc(-c2csc(NC(=O)c3cc(=O)c4ccccc4o3)n2)cc1OC	22	3	-11	24	25	14	-6	8
O=S(=O)(NCc1cn2ccsc2n1)c1ccc2c(c1)OCCO2	5	11	4	22	0	-10	-5	-11

Entries of single compounds, looked up by structure. Screens in order: 697 NFkB inh | Jurkat NFkB inh | UBC13 polyUb | APJ antagonist | CCR6 antag | CXCR6 block | EBI2 block | Gli-Sufu antag
Results for Cn1c(Cc2ccccc2)n[nH]c1=S → -9 | 6 | 9 | -7 | 4 | -1 | 0 | 1
Results for O=C(O)CCCC(=O)N1CCN(c2ncccn2)CC1 → -2 | -5 | 3 | 7 | 5 | -8 | 4 | 6

The list continues.
SMILES	697 NFkB inh	Jurkat NFkB inh	UBC13 polyUb	APJ antagonist	CCR6 antag	CXCR6 block	EBI2 block	Gli-Sufu antag
CCOc1ccc(CCNC(=O)c2cnc(C)cn2)cc1OCC	9	3	-1	17	6	1	-2	5
COc1ccccc1-n1c(SCC(=O)Nc2cccc(S(N)(=O)=O)c2)nc2ccccc2c1=O	6	-4	12	-17	13	0	9	-4
CCCCN(C(=O)c1cc(OC)c(OC)c(OC)c1)C1=CC2CCC(C1)N2C (stereo unspecified)	-6	-6	-6	2	-16	-3	-3	2
O=[N+]([O-])c1cc(/C=N/n2c(-c3cccnc3)n[nH]c2=S)ccc1Cl	17	5	-9	-11	13	18	-1	3
CCOC(=O)CN1NC2(CCC(C(C)(C)C)CC2)NC1=S (stereo unspecified)	-38	-15	-3	-5	13	7	-10	2
C[C@H](NC(=O)c1nc[nH]c1C(=O)N[C@@H](Cc1ccccc1)C(=O)OC(C)(C)C)C(=O)OCc1ccccc1	-4	-9	-24	7	13	12	-11	1
O=C(Nc1cccc(C(F)(F)F)c1)c1ccc2nc(N3C(=O)CCC3=O)sc2c1	15	-7	6	3	-2	3	7	4
CCNc1nc(NCC)n2c(SC(C(=O)Nc3cc(C)ccc3OC)c3ccccc3)nnc2n1 (stereo unspecified)	2	-3	-2	0	4	-3	-4	33
O=C(N/N=C/c1ccccc1OCc1ccccc1Cl)c1cccnc1	6	1	10	-1	-5	-1	1	-3
Nc1nc(NC(=O)/C=C\C(=O)O)nn1-c1ccccc1	11	7	-6	34	6	-4	13	5
CC(C)c1ccc(CN2C(=O)NC3(CCCCCC3)C2=O)cc1	3	4	4	12	-2	-4	10	3
CCn1c(Cc2ccccc2)n[nH]c1=S	-1	5	0	10	-3	-1	0	-1
OCC1(CO)COC(/C=C/c2ccccc2)=N1	6	9	8	14	4	-5	-6	-2
COc1ccc2[nH]c(C(=O)N/N=C/c3ccc(O)cc3O)cc2c1	-39	36	32	4	13	-10	-12	41
COc1ccc(O)c(/C=C(\C#N)C(=O)Nc2cccnc2)c1	-46	-8	3	1	13	-1	-14	-11
CC[n+]1c(/C=C/Nc2ccccc2)oc2ccccc21	9	9	-13	8	10	11	6	24
Cc1cccc(C)c1Nc1nnc(SCC(=O)c2ccc3c(c2)NC(=O)CO3)s1	-9	12	3	-4	7	2	0	-2
O=C(c1cccc(C(F)(F)F)c1)C1CCCN(C(=O)CN2CCOC2=O)C1 (stereo unspecified)	-13	-9	5	9	9	-4	-5	-6
O=C(NNC(=O)C1CCN(Cc2cccc(F)c2)CC1)c1cccc(Cl)c1	6	15	13	11	-15	-4	-15	-1
N#C/C(=C\c1c[nH]c2ccccc12)c1nnc2n1CCCCC2	-10	0	-2	11	-2	4	-2	-6
CN(C(=O)CSc1nnc(C2CC2)n1C)C1CCCc2ccccc21 (stereo unspecified)	0	12	-3	22	7	4	-9	5
COc1cccc(/C=N/NC(=O)c2ccc(=O)n(C)c2)c1O	2	8	-7	-18	1	-5	-10	1
COCCN1C(=O)N(C)[C@@H](c2ccccc2)C(C(C)=O)=C1C	-21	-4	-12	-10	9	-3	-4	1
CCCCN(CCCC)CCNC(=O)CN1C(=O)CSc2ccc(S(=O)(=O)N3CCCCC3)cc21	-8	9	9	25	10	12	4	11
Cc1ccc(S(=O)(=O)N2CCOCC2)cc1NC(=O)COc1ccc(-c2nnco2)cc1	17	7	7	11	1	0	-11	-8
COC(=O)c1sccc1NC(=O)c1cc(-c2ccc(C)cc2C)nc2ccccc12	-19	-7	-6	-10	27	2	-36	8
Cc1cc2oc(=O)cc(-c3cc4ccccc4o3)c2cc1O	-11	-10	-24	-30	10	-3	2	4
COc1cc2c(cc1OC)C(C)N(C(=O)c1c(-c3ccccc3)noc1C)CC2 (stereo unspecified)	0	32	9	10	6	11	3	-1
Cc1ccc(NC(=O)CSc2ncnc3ccccc23)cc1S(=O)(=O)N1CCCCCC1	-43	11	12	-25	12	-11	16	7
C/C(=N\NC(=O)c1ccc(CN2CCOCC2)cc1)c1ccc([N+](=O)[O-])cc1	5	10	-2	14	-7	-9	-3	10
CCN(CC)CCNC(=O)CS(=O)Cc1nc(-c2ccccc2Cl)oc1C (stereo unspecified)	-11	2	-6	2	-20	-7	-10	1
O=C(NC1(C(F)(F)F)N=C2SCCN2C1=O)C1CCCCC1 (stereo unspecified)	20	-7	-9	-1	-5	-10	-20	0
CCN1CCC(NC(=O)Nc2ccc(F)cc2F)CC1	10	-12	-19	-1	10	4	5	-2
CCC(=O)NC1=C(NC(C)c2ccccc2)C(=O)c2ccccc2C1=O (stereo unspecified)	13	-12	-72	-20	5	-8	0	3
Fc1cccc(CSc2nc3ccncc3[nH]2)c1	-42	-38	1	-5	-13	8	-2	-43
O=C(Cc1cn2ccsc2n1)Nc1nc2c(s1)CCCC2	-1	-7	-2	-18	12	-15	1	9
CCc1nn(-c2ccccc2)c2c1-c1cc(OC)c(OC)cc1C1(N2)C(=O)Nc2ccccc21 (stereo unspecified)	12	14	1	3	11	0	20	30
COc1c(C(=O)NNC(=O)c2ccccc2Cl)csc1Br	-40	-6	-4	10	4	0	-7	-33
Cc1cc2c(cc1S(=O)(=O)NCC(C)c1ccccc1)n(C)c(=O)c(=O)n2C (stereo unspecified)	5	1	-4	-10	-3	-3	-5	-2
O=S(=O)(NCC1OCCc2ccccc21)c1ccc(S(=O)(=O)N2CCOCC2)cc1 (stereo unspecified)	-5	12	-1	4	9	-3	-8	4
CC1CCCCC12NC(=O)N(CC(=O)OCC(=O)c1ccc(OC(F)F)cc1OC(F)F)C2=O (stereo unspecified)	-17	10	-6	24	12	7	-5	1
Cc1ccc(-c2noc(CCC(=O)Nc3cc(C)ccn3)n2)cc1	11	3	3	5	-8	2	-5	1
O=C(COc1ccc(Br)cc1F)Nc1nnc(C2CC2)s1	16	-10	3	2	3	2	2	6
Cc1cc(C)n(-c2cc(C(C)(C)C)nc3c(-c4ccc(Cl)cc4)cnn23)n1	-54	-62	-8	8	21	6	29	-22
CN(CC(=O)N1CCCC1)S(=O)(=O)c1ccc2ccccc2c1	-3	-14	3	-17	-6	3	-1	-2

The final 4 compounds of the part before are carried over, then new ones follow:
SMILES	697 NFkB inh	Jurkat NFkB inh	UBC13 polyUb	APJ antagonist	CCR6 antag	CXCR6 block	EBI2 block	Gli-Sufu antag
Cc1ccc(-c2noc(CCC(=O)Nc3cc(C)ccn3)n2)cc1	11	3	3	5	-8	2	-5	1
O=C(COc1ccc(Br)cc1F)Nc1nnc(C2CC2)s1	16	-10	3	2	3	2	2	6
Cc1cc(C)n(-c2cc(C(C)(C)C)nc3c(-c4ccc(Cl)cc4)cnn23)n1	-54	-62	-8	8	21	6	29	-22
CN(CC(=O)N1CCCC1)S(=O)(=O)c1ccc2ccccc2c1	-3	-14	3	-17	-6	3	-1	-2
O=C(Nc1nnc(CCOCCOCCc2nnc(NC(=O)c3ccco3)s2)s1)c1ccco1	-5	-26	1	-7	9	5	-14	-2
CCOc1cc(-c2nc3cc(C)ccn3c2NCC2CCCO2)ccc1O (stereo unspecified)	-1	-1	-4	-9	6	3	0	5
Cc1ccccc1OCc1n[nH]c(=S)n1Cc1ccccc1	-55	-2	-7	18	16	1	-4	-2
COC(=O)c1sccc1NC(=O)c1ccc(Cl)s1	4	-5	12	-11	-2	-6	-7	7
CCOC(=O)N1CCN(C(=O)Cc2ccc(-n3c(=O)[nH]c4ccccc4c3=O)cc2)CC1	9	1	5	17	-34	-5	-1	-6
Cc1ccc(CNC(=O)c2ccc3c(c2)S(=O)(=O)c2ccccc2C3=O)o1	5	4	-3	-68	-4	-8	-20	-6
Cc1ccc(NC(=O)CCC(=O)c2cccs2)c(O)c1	-2	-33	-1	-7	8	-3	-3	0

Bioassay records from PubChem BioAssay.
